Screens deposited in PubChem BioAssay by National Center for Advancing Translational Sciences (NCATS).
mIDH1 inhibitor: qHTS for Inhibitors of mutant isocitrate dehydrogenase 1 (IDH1): qHTS | 0.093% of 390,000 active | IDH1-R132H enzyme, NADPH consumption, diaphorase/resazurin fluorescence | Isocitrate dehydrogenase [NADP] cytoplasmic (Homo sapiens), O75874 | AID 602179, 2012 | Potency, µM (series often up to 76.6 µM), without a hit: at the top dose activity change, negative = inhibition, usual class: inhibitors; also: potency is read from the fitted curve at half-maximal effect; % is scaled to controls: 0 for no effect and ±100 for the full control effect; nearly all actives have a fitted effect of over 65% in size
Target sequence (O75874 whole entry R132H, stated change not applied): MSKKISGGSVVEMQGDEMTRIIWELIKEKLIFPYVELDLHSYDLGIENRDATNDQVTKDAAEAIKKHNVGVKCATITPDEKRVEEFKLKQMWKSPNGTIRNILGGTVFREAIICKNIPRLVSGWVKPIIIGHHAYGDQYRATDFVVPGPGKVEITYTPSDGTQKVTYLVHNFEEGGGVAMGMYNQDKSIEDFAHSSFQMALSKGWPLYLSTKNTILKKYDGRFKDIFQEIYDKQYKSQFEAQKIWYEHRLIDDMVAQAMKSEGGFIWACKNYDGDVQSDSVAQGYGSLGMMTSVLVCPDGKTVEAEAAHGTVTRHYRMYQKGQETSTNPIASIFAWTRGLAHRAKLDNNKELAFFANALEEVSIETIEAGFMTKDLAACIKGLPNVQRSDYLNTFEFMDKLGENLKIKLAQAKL
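IDH1-R132H (0.5 ug/mL dispensed) in pH 7.5 Tris buffer was preincubated 30 min with compound, then given a substrate mix of 0.016 mM NADPH and 2 mM alpha-KG for 80 min at room temperature; remaining NADPH was read by diaphorase/resazurin fluorescence.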
Vif-APOBEC3G blk: qHTS for Inhibitors of Vif-A3G Interactions: qHTS. DNA dC->dU-editing enzyme APOBEC-3G (Homo sapiens), Q9HC16. HeLa A3G-eYFP + Vif (tagged APOBEC3G with the HIV-1 protein that degrades it), YFP fluorescence, overnight. Potency, µM (series often up to 46.1 µM), inactives show at the top dose activity, negative = active, most hits filed as inhibitors. 0.076% of 410,000 active. AID 602310, 2012;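 also: potency is read from the fitted curve at half-maximal effect; % is scaled to controls: 0 for no effect and ±100 for the full control effect; nearly all actives have a fitted effect of over 60% in size; hits raise eYFP signal because A3G escapes Vif-driven loss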
Target sequence (Q9HC16 whole entry, looked up): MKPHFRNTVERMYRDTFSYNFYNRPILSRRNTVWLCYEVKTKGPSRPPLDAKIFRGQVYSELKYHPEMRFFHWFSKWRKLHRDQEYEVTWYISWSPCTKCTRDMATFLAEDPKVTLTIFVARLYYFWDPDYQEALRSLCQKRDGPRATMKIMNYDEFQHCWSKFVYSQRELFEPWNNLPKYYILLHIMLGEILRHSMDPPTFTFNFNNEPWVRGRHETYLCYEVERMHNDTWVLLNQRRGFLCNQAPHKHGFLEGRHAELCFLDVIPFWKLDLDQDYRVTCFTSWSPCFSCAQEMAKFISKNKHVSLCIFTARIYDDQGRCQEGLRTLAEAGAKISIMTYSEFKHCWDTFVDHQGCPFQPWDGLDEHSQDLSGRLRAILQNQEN
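HeLa cells stably expressing Vif and C-terminally eYFP-tagged A3G, seeded overnight at 37 deg C, then exposed to compound by pintool overnight at 37 deg C. Rise in yellow fluorescence (Ex 488/Em 500-530, Acumen) marks blocked Vif-driven A3G degradation.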
TrxR1 substrate: qHTS Assay for Substrates of Mammalian Selenoprotein Thioredoxin Reductase 1 (TrxR1): qHTS; Thioredoxin reductase 1, cytoplasmic (Rattus norvegicus), O89049; purified TrxR1 substrate turnover, NADPH consumption readout; Potency, µM (top dose mostly 114 µM), without a hit: at the highest dose activity change, negative = substrate turnover; 0.01% of 390,000 active; also: potency is read from the fitted curve at half-maximal effect; % is scaled to controls: 0 for no effect and ±100 for the full control effect; nearly all actives have a fitted effect of over 50% in size
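Rat TrxR1, dispensed at 90 nM, was prereduced with 400 uM NADPH (final) for 5 min at ~22 deg C, then incubated with compound 15 min before 400 uM selenite. A first-read NADPH fluorescence drop versus no-compound background flagged substrates.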
GRP78 ERSR act: qHTS for Inducers of the Endoplasmic Reticulum Stress Response (ERSR) in Human Glioma: qHTS. U87-MG GRP78 promoter luciferase reporter, 16 h. Potency, µM, for the others: top-dose activation, usual class: activators. 0.02% of 420,000 active; also: potency is read from the fitted curve at half-maximal effect; series mostly up to about 76 µM; % of control where 0% means no effect; nearly all actives have a fitted effect of over 35% in size
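ERSR induction read as luciferase luminescence (Bright-Glo, 10 min at room temperature) in stably transfected human U87-MG glioma cells exposed to compounds for 16 h, using GRP78 as sensor.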
rTrxR1 inhibitor: qHTS Assay for Inhibitors of Mammalian Selenoprotein Thioredoxin Reductase 1 (TrxR1): qHTS; Thioredoxin reductase 1, cytoplasmic (Rattus norvegicus), O89049; recombinant rTrxR1, NADPH fluorescence consumption, selenite substrate; Potency, µM (highest dose often 114 µM), inactives show top-dose activity change, negative = inhibition, usual class: inhibitors; 1% of 390,000 active; also: potency is read from the fitted curve at half-maximal effect; % is scaled to controls: 0 for no effect and ±100 for the full control effect; nearly all actives have a fitted effect of over 65% in size
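Rat TrxR1 (90 nM in the dispensed reagent) was pre-reduced with 400 uM NADPH for 5 min at room temperature, then incubated with compound for 15 min. After 400 uM selenite was added, NADPH fluorescence (Ex 340/Em 450 nm) was followed for 8 min.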
USP1-UAF1 inh: Inhibitors of USP1/UAF1: Primary Screen; Potency, µM (top dose mostly 57.1 µM), for the others: at the top dose activity change, negative = inhibition, actives largely listed as inhibitors; 0.23% of 390,000 active; AID 743255, 2014; Ubiquitin carboxyl-terminal hydrolase 1 (Homo sapiens), O94782; recombinant USP1/UAF1, Ub-Rhodamine cleavage fluorescence; also: potency is read from the fitted curve at half-maximal effect; % is scaled to controls: 0 for no effect and ±100 for the full control effect; nearly all actives have a fitted effect of over 60% in size; inactives centre near -12
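USP1/UAF1 complex (1 nM) preincubated 15 min at room temperature with compound, then Ub-Rho substrate (150 nM final) added. Kinetic fluorescence at 480/540 nm over 6 reads at 60 s intervals; 50 mM HEPES pH 7.8, 0.5 mM EDTA, 0.1 mg/ml BSA, 1 mM TCEP, 0.01% Tween-20.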
Vif-A3F inh: qHTS for Inhibitors of Vif-A3F Interactions: qHTS; HeLa A3F-eYFP + Vif (tagged APOBEC3F with the HIV-1 protein that degrades it), YFP fluorescence increase; Potency, µM (highest dose often 46.1 µM), for inactives: at the highest dose activity, negative = active; 0.2% of 390,000 active; AID 602313, 2012; also: potency is read from the fitted curve at half-maximal effect; % of control where 0% means no effect; nearly all actives have a fitted effect of over 65% in size
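Fluorescence increase (Ex 488/Em 500-530) after overnight compound treatment at 37 deg C flags inhibition of Vif-driven A3F-eYFP loss in stable HeLa A3F-eYFP/Vif cells seeded overnight beforehand.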
RGS4 inh: Inhibitors of Regulator of G Protein Signaling (RGS) 4: qHTS; Regulator of G-protein signaling 4 (Homo sapiens), P49798; Potency, µM (highest dose often 114 µM), inactives show at the highest dose activity change, negative = inhibition, hits mostly inhibitors; 0.039% of 390,000 active; Transcreener GDP fluorescence polarization, RGS4-accelerated GTP hydrolysis; also: potency is read from the fitted curve at half-maximal effect; % is scaled to controls: 0 for no effect and ±100 for the full control effect; nearly all actives have a fitted effect of over 75% in size; some results filed as inactive show a strong effect at the top dose
Target sequence (P49798 whole entry, looked up): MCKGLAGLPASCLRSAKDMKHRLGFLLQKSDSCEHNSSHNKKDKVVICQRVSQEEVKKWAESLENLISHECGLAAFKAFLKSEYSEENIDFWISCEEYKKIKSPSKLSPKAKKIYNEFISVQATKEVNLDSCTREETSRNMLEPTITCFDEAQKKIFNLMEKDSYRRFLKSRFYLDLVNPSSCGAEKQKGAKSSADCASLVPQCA
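MLSMR compounds (23 nl, pin-transferred) preincubated 10 min at room temperature with a 500nM (2x) first reagent, then RGS4 at 900nM (2x) plus Transcreener GDP mix added; fluorescence polarization (620/688 nm) read before and after 90 min at 30 °C.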
LDHA inh: qHTS assay for inhibitors of human lactate dehydrogenase; L-lactate dehydrogenase A chain (Homo sapiens), P00338; purified LDHA, NADH/diaphorase-resazurin fluorescence; hits give low values; activity change, % (values are at about 110 or 230 µM); 0.15% of 480,000 active; in the data active = activity change below about -30%; inconclusive = mostly about -25% to -30%;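 also: plate controls were DMSO wells for no effect and wells without enzyme for full effect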
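Enzyme activity of human lactate dehydrogenase 5 (2 nM; 0.06 mM NADH, 0.2 mM pyruvate, 5 min, RT) is measured via a resazurin/diaphorase fluorescence readout of residual NADH.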
* hit, by the source's call; ? = inconclusive; . = no result given; & = joins results of further samples; [ ] = remark or other dose. Unless noted, calls follow the shape of the dose curve; as a rule, active = well fitted curve in the direction sought with a large enough effect; inconclusive = small, poorly fitted or top-dose-only effect, or another doubt; inactive = no such curve, though single readings can be large; an effect the other way counts as inactive or inconclusive.

SMILES	mIDH1 inhibitor	Vif-APOBEC3G blk	TrxR1 substrate	GRP78 ERSR act	rTrxR1 inhibitor	USP1-UAF1 inh	Vif-A3F inh	RGS4 inh	LDHA inh
Cc1ccc2cc3cc(C(=O)N(C)c4ccccc4C)oc3nc2c1	.	.	-7%	.	-1%	-25%	.	-27%	6
COc1ccccc1C(=O)Nc1ccc(-c2nnc(SCC(=O)O)n2C)cc1	9%	1%	3%[57.1 µM]	-4%	-4%	-12%	-4%	-2%	-5
CCCCOc1ccc(NC(=O)c2cc3c(n(-c4ccc(Cl)cc4)c2=O)CCCC3=O)cc1	8%	4%	6%	-2%	28%	-2%	0%	-2%	-1
COC(=O)Nc1nnc(/C=C/c2ccc(OC)cc2)s1	1%	-1%	13%	1%	-19%	4%	2%	-22%	-6
CCN(CC(=O)Nc1c(F)cccc1F)C(=O)CCNC(=O)c1ccc([N+](=O)[O-])cc1	1%	-1%	-3%	-3%	-11%	-2%	0%	-14%	-1
COc1ccc(CCNC(=S)NC(=O)c2c(-c3ccccc3Cl)noc2C)cc1OC	7%	-7%	4%	-2%	16%	-17%	4%	5%	-6
COc1ccc(C(=O)OCC(=O)Nc2cc(C)on2)c(OC)c1OC	10%	0%	11%[57.1 µM]	0%	37%[activator][57.1 µM]	-5%	-18%	10%	-2
CCCNc1c(NS(=O)(=O)c2c(F)c(F)c(F)c(F)c2F)c(=O)oc2ccccc12	-4%	?	1%	-4%	10%	?	3%	-24%[56.9 µM]	-2
COc1cc(Cl)c(C)cc1NC(=O)CNC(C)c1ccccc1OC (stereo not given)	0%	0%	0%[57.1 µM]	-2%	-1%[57.1 µM]	-7%	8%	6%	-10
Cc1cc(Nc2cccc(C(F)(F)F)c2)ncn1	0%	3%	2%	-2%	13%	-25%	-2%	0%	-2
CCOc1ccccc1-n1c(SCC(N)=O)nnc1-c1ccccc1	9%	0%	1%	-1%	9%	7%	1%	-32%	-6
Cc1ccc(/C=C/C(=O)Nc2cc(C)on2)cc1	3%	0%	-10%	-3%	-7%	-16%	1%	-23%	-3
O=C(c1cc(COc2ccc(F)cc2Cl)on1)N1CCN(c2cnccn2)CC1	9%	-4%	6%	5%	-11%	-18%	5%	-1%	0
Cc1ccccc1Nc1nc(N)nc(COC(=O)c2nn(C)c(=O)c3ccccc23)n1	10%	-7%	.	-3%	.	-22%	-1%	.	10&-3
Cc1cc(C)c(C)c(OCCOCCNCc2ccccc2)c1	0%	4%	1%	-6%	5%	-11%	-4%	6%	-11
CCN1CCCC1Cn1cnc2c([nH]c3cc(OC)ccc32)c1=O (stereo not given)	3%	1%	10%	-1%	9%	-13%	4%	-13%	-2
O=C1Nc2ccccc2C12OC1CCCCC1O2 (stereo not given)	-8%	3%	3%	-3%	13%	-11%	2%	1%	-6
CCOC(=O)COc1ccc2c(C#N)c3ccccn3c2c1	9%	-2%	10%	-2%	28%	-10%	5%	5%[56.9 µM]	8
COc1cccc(OC)c1CN1CCCC(C(=O)c2ccccc2SC)C1 (stereo not given)	1%	3%	2%	-5%	9%	-24%	-4%	5%	-4
CCCC(Oc1ccc(Br)cc1)c1nc2c3cc(OC)c(OC)cc3nc(=S)n2[nH]1 (stereo not given)	-4%	-2%	11%	-6%	-6%	-16%	-16%	-34%	-6
CN(C)CCNC(=S)Nc1ccc(F)c(F)c1F	0%	2%	-1%[57.1 µM]	1%	-12%[57.1 µM]	-5%	9%	0%	-10
O=C(O)/C=C/C(=O)NCc1cn(-c2ccccc2)nc1-c1cccc(Br)c1	-8%	-7%	-2%[57.1 µM]	3%	-3%[57.1 µM]	-12%	-8%	-7%	-9
CC1CCN(S(=O)(=O)c2ccc3c(c2)N(CC(=O)O)C(=O)CO3)CC1	-15%	0%	0%[57.1 µM]	-5%	10%[57.1 µM]	-4%	4%	-7%	5
CC(=O)c1ccc(Nc2cc(C)nc3ncnn23)cc1	-6%	3%	-13%	-3%	-19%	-3%	-2%	10%	-8
CCOc1ccc(NC(=O)CN(C)CC(=O)Nc2ccccc2C#N)cc1OCC	11%	0%	12%	-16%	5%[57.1 µM]	-20%	-1%	14%	10
CCC(C)(C)C(=O)O	-1%	0%	9%	1%	14%	-27%	-1%	-15%	-4
CCOC(=O)c1ccc(NC(=S)N2CCN(CCNC3=CC(=O)CC(C)(C)C3)CC2)cc1	3%	0%	4%[57.1 µM]	-8%	-2%[57.1 µM]	3%	3%	-7%	-10
CCCCC(=O)OCC(=O)N1N=C(c2c[nH]c3ccccc23)C(O)C1c1ccc(OC)cc1 (stereo not given)	-1%	2%	11%	19%	24%	-6%	2%	40%	2
CC(C)Oc1ccc(C(=O)NC2(C(F)(F)F)NC(=O)N(CCCc3ccccc3)C2=O)cc1 (stereo not given)	2%	-12%	-6%	-4%	5%	-25%	-8%	-10%	1
CCOc1ccccc1C=C1CCc2ccccc2C1=O	15%	-10%	.	2%	.	-2%	-5%	.	-1
Cc1ccc(S(=O)(=O)Nc2nc3ccccc3nc2N2CCOCC2)cc1	-9%	0%	-6%[2.29 µM]	-5%	-8%[2.29 µM]	?	-12%	-7%	-5
Oc1ccc(C[C@H]2CNCCN2CCc2cccc3ccccc23)cc1	-9%	4%	9%[57.1 µM]	-4%	14%[57.1 µM]	7%	0%	17%	-16
COc1ccc(N/C=C/C(=O)c2ccc3c(c2)OCO3)cc1OC	4%	3%	0%	7%	5%	-12%	-8%	17%	3
CCN(CC)CCNCc1ccc(OCc2ccc(Cl)nc2)c(OC)c1	1%	-1%	-3%	0%	12%	-4%	-14%	-8%	-2
C=CCn1c(COc2cccc(C)c2)nnc1SCC(=O)c1c[nH]c2c(CC)cccc12	-6%	-2%	-4%	-3%	0%	-11%	-18%	8%	-13
Cc1ccc2[nH]c(=O)c(CN(Cc3ccccc3)Cc3nnnn3Cc3ccccc3)cc2c1	.	-2%	2%[0.0914 µM]	-2%	-11%	.	.	-28%	2
CCSC1=C(C#N)C(c2ccc(C)s2)CC(=O)N1 (stereo not given)	3%	-16%	-7%	-2%	9%	-7%	0%	1%	-1
COc1ccc(-n2cnc3sc(-c4ccccc4)cc3c2=O)cc1	-1%	0%	19%	3%	17%	-3%	0%	-10%	-3
Cc1ccc(S(=O)(=O)Nc2cc(Cl)ccc2-n2cncn2)cc1	-2%	-1%	9%	-6%	18%	-4%	0%	-10%	-6
NC(=S)NNc1cccc(Cl)c1	4%	3%	0%	-2%	-5%	-10%	.	?	15
Cc1ccc(OCc2ccc(C(=O)N3CCOCC3)cc2)cc1C	13%	1%	1%[2.29 µM]	2%	-30%[2.29 µM]	-5%	-3%	15%	-4
CCOC(=O)C1(Cc2ccc(Cl)cc2)CCN(C2CCC2)CC1	4%	1%	-3%[57.1 µM]	-2%	-12%[57.1 µM]	-18%	-2%	-23%	-6
CC(C)CN1CCN(Cc2cnc(-c3ccc(Cl)cc3)nc2)CC1CCO (stereo not given)	3%	0%	3%	2%	10%	-13%	7%	10%	-5
CCCOc1ccc(CC2C(=O)Nc3ccc(Br)cc32)cc1 (stereo not given)	25%	-13%	-7%	1%	4%	?	7%	-3%	0
CCOc1ccc2[nH]c3c(=O)n(CCc4ccc(OC)cc4)cnc3c2c1	4%	2%	9%	-4%	18%	-4%	4%	-4%	-7
CCn1cc(C(=O)O)c(=O)c2cc(S(=O)(=O)N(C)C)ccc21	11%	-1%	2%	-1%	1%	-7%	-6%	1%	4
O=C(N/N=C/c1ccc2nccnc2c1)c1ccc(Br)cc1	4%	-1%	-1%	0%	6%	-3%	6%	10%	0
O=C(/C=C/c1ccc2c(c1)OCO2)NCc1ccco1	5%	0%	17%	9%	?	-1%	9%	-40%	2

Reformatted field by field: 2 of the compounds above
COc1ccc(CCNC(=S)NC(=O)c2c(-c3ccccc3Cl)noc2C)cc1OC
  mIDH1 inhibitor: 7%
  Vif-APOBEC3G blk: -7%
  TrxR1 substrate: 4%
  GRP78 ERSR act: -2%
  rTrxR1 inhibitor: 16%
  USP1-UAF1 inh: -17%
  Vif-A3F inh: 4%
  RGS4 inh: 5%
  LDHA inh: -6

COc1ccc(C(=O)OCC(=O)Nc2cc(C)on2)c(OC)c1OC
  mIDH1 inhibitor: 10%
  Vif-APOBEC3G blk: 0%
  TrxR1 substrate: 11%[57.1 µM]
  GRP78 ERSR act: 0%
  rTrxR1 inhibitor: 37%[activator][57.1 µM]
  USP1-UAF1 inh: -5%
  Vif-A3F inh: -18%
  RGS4 inh: 10%
  LDHA inh: -2

These rows are one share of the data; count on the stated rates, not on these rows.
